Source: PubChem (Sanford-Burnham Center for Chemical Genomics)
SENP8 block-1: SENP8 protease inhibitors, primary screen, biochemical, luminescence | Sentrin-specific protease 8 (Homo sapiens), Q96LD8 | purified SENP8, Z-RLRGG-aminoluciferin cleavage | inhibition, % at 10 µM | hit rate 1.2% among 330,000 | AID 2540, 2010; in the data active = inhibition above about 50%
Target sequence (Q96LD8 whole entry, looked up): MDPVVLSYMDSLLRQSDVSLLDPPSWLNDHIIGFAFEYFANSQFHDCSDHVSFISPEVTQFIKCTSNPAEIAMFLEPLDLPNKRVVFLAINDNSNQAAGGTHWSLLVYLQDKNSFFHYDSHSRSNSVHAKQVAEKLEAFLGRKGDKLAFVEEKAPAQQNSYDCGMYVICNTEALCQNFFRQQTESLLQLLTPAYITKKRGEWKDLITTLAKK
SENP6 inh: SENP6 protease inhibitors, primary screen, biochemical, luminescence, uHTS; Sentrin-specific protease 6 (Homo sapiens), Q9GZR1; Recombinant SENP6 catalytic domain, aminoluciferin luminescence; inhibition, % at 10 µM; hit rate 1.8% among 330,000; AID 2599, 2010;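 active = inhibition above about 50% at the single tested dose, limit read from the data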;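 also: plate controls were DMSO wells with enzyme for no effect and DMSO wells lacking enzyme for full effect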
UBC13 inh: UBC13 polyubiquitin chain formation inhibitors, primary screen, biochemical, TR-FRET, uHTS; Ubiquitin-conjugating enzyme E2 N (Homo sapiens), P61088; inhibition, % at 20 µM; hit rate 0.47% among 330,000; AID 485273, 2010; in the data active = inhibition above about 45%, passing the limit was not always enough
Target sequence (P61088 whole entry, looked up): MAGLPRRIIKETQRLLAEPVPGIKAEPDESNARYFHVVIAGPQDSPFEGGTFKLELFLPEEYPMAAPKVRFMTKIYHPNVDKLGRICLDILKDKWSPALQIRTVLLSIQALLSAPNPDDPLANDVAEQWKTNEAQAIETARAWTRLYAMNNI
MIN6 prolif: inducers of MIN6 beta-cell proliferation, primary screen, ATP luminescence, uHTS; MIN6 cells proliferation, ATPlite luminescence, 48 h; cells starved in 0.2% serum; 100% = growth in 10% serum; proliferation, % at 10 µM; hit rate 0.29% among 330,000;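 active = compounds whose signal lies at least 3.5 SD above the mean of all wells on their plate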;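 also: 0% = DMSO-treated cells in low-serum medium and 100% = 10% serum control; some compounds called inactive have numbers as strong as hits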
HKDC1 inhibitor: HKDC1 hexokinase inhibitors, primary screen, biochemical, fluorescence, uHTS. Q2TB90. recombinant HKDC1, G6PDH/diaphorase resazurin coupled fluorescence. inhibition, % at 20 µM. hit rate 0.16% among 340,000;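 active = inhibition above about 35% when tested at 20 µM, limit read from the data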;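 also: plate controls were DMSO wells with enzyme for no effect and DMSO wells lacking enzyme for full effect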
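Material: recombinant HKDC1 hexokinase; Amount: HKDC1 at 5 µg/mL; Medium: Tris pH 8.0 buffer with MgCl2, Tween-20, BSA, BME; Schedule: 90 min reaction incubation at room temperature, dark; Technique: coupled resazurin fluorescence, excitation 525 nm, emission 613 nm.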
SENP8 block-2: human SENP8 protease inhibitors, primary screen, biochemical, fluorescence, Nedd8 protein substrate, uHTS | AID 602440, 2012 | inhibition, % at 20 µM | Sentrin-specific protease 8 (Homo sapiens), Q96LD8 | recombinant SENP8 | hit rate 0.64% among 360,000; in the data active = inhibition mostly above about 40%, no sharp cut-off; inactive = mostly below about 27%
PfG6PD inh: PfG6PD enzyme inhibitors, primary screen, biochemical, fluorescence intensity, uHTS; glucose-6-phosphate dehydrogenase-6-phosphogluconolactonase (Plasmodium falciparum 3D7); hit rate 0.78% among 350,000; inhibition, % at 20 µM; PfGluPho enzyme, NADPH resazurin-diaphorase fluorescence;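 active = inhibition reaching at least a set limit at 20 µM in the primary screen, cut at about 59% in these data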;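 also: 0% = DMSO wells with substrate and 100% = DMSO wells lacking glucose-6-phosphate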
SENP7 block: SENP7 protease inhibitors, primary screen, biochemical, luminescence, uHTS; recombinant SENP7, Z-RLRGG-aminoluciferin luminescence, 40 min; inhibition, % at 5 µM; hit rate 1.5% among 330,000; AID 434973, 2010;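 active = inhibition above about 50% at the single test dose, limit read from the data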;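 also: plate controls were DMSO with enzyme for no effect and no enzyme buffer wells for full effect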
Target sequence (Q9BQF6 706-1050 limits assumed): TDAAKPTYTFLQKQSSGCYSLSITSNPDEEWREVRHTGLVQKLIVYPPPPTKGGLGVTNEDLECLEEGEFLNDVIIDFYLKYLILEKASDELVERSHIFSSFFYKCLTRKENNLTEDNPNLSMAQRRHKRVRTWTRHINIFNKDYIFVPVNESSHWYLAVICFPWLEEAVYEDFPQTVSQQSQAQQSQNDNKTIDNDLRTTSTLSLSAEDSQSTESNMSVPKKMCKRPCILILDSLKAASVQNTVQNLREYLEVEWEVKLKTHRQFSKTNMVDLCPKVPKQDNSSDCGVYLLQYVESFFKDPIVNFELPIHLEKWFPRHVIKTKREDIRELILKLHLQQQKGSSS
SENP1 FRET inh: human SENP1 catalytic domain inhibitors, primary screen, biochemical, FRET, uHTS | recombinant SENP1 catalytic domain, CyPet-SUMO1-YPet FRET cleavage | Sentrin-specific protease 1 (Homo sapiens), Q9P0U3 | hit rate 0.21% among 360,000 | inhibition, % at 10 µM | AID 624204, 2012;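 active = inhibition at least 30% at 10 µM, raw YFP signal under a set limit, fluorescence ratio 0.5 to 1.5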;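 also: 0% = enzyme with DMSO and 100% = no enzyme wells; some results filed as inactive read as strong as hits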
Target sequence (Q9P0U3 419-644 limits assumed): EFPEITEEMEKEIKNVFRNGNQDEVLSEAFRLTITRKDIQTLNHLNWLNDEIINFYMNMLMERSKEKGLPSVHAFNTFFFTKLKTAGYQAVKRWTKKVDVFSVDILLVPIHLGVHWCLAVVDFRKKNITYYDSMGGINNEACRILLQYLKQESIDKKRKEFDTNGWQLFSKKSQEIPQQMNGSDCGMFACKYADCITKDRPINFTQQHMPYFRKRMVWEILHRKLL
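Assay system: hSENP1 catalytic domain, recombinant. Amount: SENP1 enzyme, 20 pM final. Schedule: 50 min reaction, RT, dark. Technique: FRET, CFP and YFP emission. Control set: no-enzyme wells low, DMSO-plus-enzyme wells high control.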
An asterisk follows results filed as active; / = not tested or not shown.

SMILES	SENP8 block-1	SENP6 inh	UBC13 inh	MIN6 prolif	HKDC1 inhibitor	SENP8 block-2	PfG6PD inh	SENP7 block	SENP1 FRET inh
CC(C(=O)Nc1ccccc1C(=O)N1CCCC1)n1nnc2ccccc21 (stereo not given)	2	1	-20	-2	-1	3	4	-1	1
Cc1ccc(N2C(=O)N(CC(=O)N(C)Cc3ccccc3)C(=O)C2C)cc1 (stereo not given)	2	12	1	-2	11	17	4	2	0
COCCNC(=O)/C(C#N)=C1\N=C(NC(=O)c2cccs2)c2ccccc21	1	0	-2	4	2	13	6	7	-26
Cc1csc(NC(=O)CSc2nc(=O)n(CCN(C)C)c3c2CCCC3)n1	9	-10	3	2	-2	7	16	-11	-2
COc1cccc(CNC(=O)C(C)n2ccc3cc(S(=O)(=O)N4CCCCCC4)ccc32)c1 (stereo not given)	6	14	0	-2	3	-1	11	3	-5
Cn1c(=O)c2[nH]c(COc3ccccc3)nc2n(C)c1=O	/	/	/	/	-3	-166	6	/	-9
CCOC(=O)[C@@H]1[C@H]2COc3ccc(Br)cc3[C@@H]2N2C(=O)N(c3cccc(Cl)c3)C(=O)[C@]12C	-10	-11	3	-6	2	22	3	-3	1
CCCC(c1nnnn1CS(=O)(=O)c1ccc(C)cc1)N1CCN(C2CCCC2)CC1 (stereo not given)	-7	5	4	-3	-6	6	-7	10	3
O=C(CNCC1CCCCC1)Nc1ccccc1N1CCCCC1	2	-15	0	-6	1	14	4	-11	1
CC(C)C(OC(=O)/C=C/c1ccc2c(c1)OCO2)C(=O)NC(N)=O (stereo not given)	1	-13	8	2	-2	-413	1	-4	0
CCN(CC)C(=O)c1ccccc1NC(=O)c1ccccc1SC	1	0	3	0	-6	13	3	4	-1
CC1(OC(=O)CCc2ccccc2)C(=O)C=C2C=C(c3ccc(C#N)cc3)N(C3CC3)C=C2C1=O (stereo not given)	5	15	-63	-4	30	-24	83*	7	-32
O=C(O)c1ccccc1/C=N/NC(=O)c1cc(-c2ccco2)nc2ccccc12	2	-53	22	-2	13	-416	22	5	-11
O=C(NCCOCC(F)(F)C(F)F)c1cc(F)c(F)cc1Cl	-7	-6	-2	-1	-8	6	-4	-12	0
COc1ccc(C(=O)COc2cccc(NC(=O)c3ccco3)c2)cc1	-6	-23	0	-3	0	5	-6	-11	1

Records above that bear a hit mark in PfG6PD inh:
Molecule | SENP6 inh | UBC13 inh | HKDC1 inhibitor | PfG6PD inh | SENP7 block | SENP1 FRET inh
CC1(OC(=O)CCc2ccccc2)C(=O)C=C2C=C(c3ccc(C#N)cc3)N(C3CC3)C=C2C1=O (stereo not given) | 15 | -63 | 30 | 83* | 7 | -32

Next structures:
SMILES	SENP8 block-1	SENP6 inh	UBC13 inh	MIN6 prolif	HKDC1 inhibitor	SENP8 block-2	PfG6PD inh	SENP7 block	SENP1 FRET inh
CCOC(=O)C1=NOC(C(=O)NN(C)c2ncc(C(F)(F)F)cc2Cl)C1 (stereo not given)	0	17	0	0	-9	8	6	-5	1
CSc1nc2nc3c(cc2c(=O)n1-c1cccc(C)c1)COC(C)(C)C3	-7	-10	5	-1	-1	1	2	-7	2
CC(=O)Nc1cc(NC(C)=O)c2nc(N)sc2c1	2	8	3	-2	-2	26	3	3	0
Cc1cc(C)c(C(=O)COC(=O)Cn2cnnn2)cc1C	-5	2	9	0	-6	6	-2	1	2
COc1cc(/C=N/NC(=O)C(Cc2c[nH]c3ccccc23)NC(=O)OCc2ccccc2)cc([N+](=O)[O-])c1O (stereo not given)	/	/	/	/	-3	26	1	/	6
C/C(=N/NC(=O)c1cc(C2CC2)[nH]n1)c1cccs1	46	30	-5	-5	-4	30	-17	66*	3
COc1ccc(-c2cc(OC)c3ccccc3n2)cc1	-6	-15	18	0	-8	-29	21	7	2
CCOC(=O)C1(CCOc2ccccc2)CCN(Cc2cc(OC)c3c(c2)OCO3)CC1	1	10	19	-3	1	7	13	6	1
COc1ccc(C(=O)NCC2COc3ccccc3O2)cc1S(=O)(=O)N1CCOCC1 (stereo not given)	7	-15	1	-3	-3	11	16	0	3
CCc1ccccc1NC(=O)c1cc(-c2ccc(OC)cc2)on1	-2	11	4	1	-1	7	3	-7	3
O=C(NC1CC2CCC1C2)C1COc2ccccc2O1 (stereo not given)	-1	-3	-6	1	-7	22	10	7	3
O=C1N(Cc2cccnc2)C[C@@H]2C[C@@H](c3ccc(-c4ccccc4)cc3)N3CCC[C@@]123	1	4	0	2	-9	-12	-4	-5	2
O=C(COC(=O)Cn1ccc(=O)[nH]c1=O)Nc1ccc(F)cc1	-16	-8	-10	-2	-4	5	-11	-4	2
Cc1ccc2c(c1)N(CC(=O)NCc1ccco1)C(=O)CO2	-2	14	4	-2	-3	12	-4	-3	2
O=C(COC(=O)C1CCN(c2ccc(C(F)(F)F)cn2)CC1)Nc1cc(F)ccc1F	10	-6	8	-2	4	-18	20	-5	-1

Arranged by the number under PfG6PD inh (rising): some entries from above.
compound | SENP6 inh | UBC13 inh | HKDC1 inhibitor | PfG6PD inh | SENP7 block | SENP1 FRET inh
COc1ccc(C(=O)COc2cccc(NC(=O)c3ccco3)c2)cc1 | -23 | 0 | 0 | -6 | -11 | 1
CCOC(=O)C1(CCOc2ccccc2)CCN(Cc2cc(OC)c3c(c2)OCO3)CC1 | 10 | 19 | 1 | 13 | 6 | 1
O=C(O)c1ccccc1/C=N/NC(=O)c1cc(-c2ccco2)nc2ccccc12 | -53 | 22 | 13 | 22 | 5 | -11

(more compounds)
SMILES	SENP8 block-1	SENP6 inh	UBC13 inh	MIN6 prolif	HKDC1 inhibitor	SENP8 block-2	PfG6PD inh	SENP7 block	SENP1 FRET inh
COC(=O)c1cc(OC)c(OC)cc1NC(=O)Nc1ccc(OC)cc1OC	3	2	-10	-4	-3	-17	3	5	1
CCCn1c(CN2CCN(C(=O)c3ccco3)CC2)nc2c1c(=O)n(C)c(=O)n2C	-17	-13	0	3	2	2	-7	9	1
O=C(O)c1ccccc1N1C(=O)c2cccc3cccc(c23)C1=O	14	-18	-9	-1	-1	-35	-8	1	3
CCOC(=O)/C=C/c1ccc2c(c1)S(=O)(=O)N(Cc1ccc(OC)cc1)[C@H]2CC(=O)OCC	3	-18	16	-8	0	-21	14	1	-2
Cc1ccc(C(=O)C(C)OC(=O)Cn2[nH]c(=O)c3ccccc3c2=O)cc1C (stereo not given)	-7	-4	3	-4	-3	-1	11	3	2
COC(=O)c1ccc(COc2cc([N+](=O)[O-])cc3cccnc23)o1	1	-20	1	0	1	7	4	6	-4
CN(C)CCCn1c(SCC(=O)Nc2nc(-c3cccc(Br)c3)cs2)nc2ccccc2c1=O	-8	5	116*	-8	-7	-8	13	-43	-1
CCOC(=O)CSc1nc2ccc(C)cc2cc1C#N	-5	-27	1	4	14	7	14	6	22
COc1cccc(OC)c1C(=O)OCC(=O)/C(C#N)=C(\C)N	-8	-8	-6	-1	-2	9	-2	-5	0
COc1cc(NC(=S)NCc2ccc(S(N)(=O)=O)cc2)cc(OC)c1	0	8	-2	-3	-7	7	4	-4	-2
CCCn1c(SCC(=O)Nc2cc(C)on2)nc2c1c(=O)n(C)c(=O)n2C	6	-5	9	1	-8	15	-3	0	0
C[C@H]1C(=O)N(c2ccccc2)[C@@H]1c1ccccc1	/	/	/	/	-3	8	-7	-4	2
O=C(NS(=O)(=O)c1ccccc1)c1ccccc1	1	8	6	1	3	11	-8	-3	1
COc1ccccc1-n1c(=S)sc2c(=O)n(Cc3ccco3)c(SC)nc21	6	-14	10	-5	-4	10	2	11	5
Cc1c(C(=O)N2CCCCC2)c(S(=O)(=O)NCc2ccc(Cl)cc2)c(C)n1C	4	11	2	6	-3	11	7	6	1

The closing 2 entries of the part before lead into the next.
SMILES	SENP8 block-1	SENP6 inh	UBC13 inh	MIN6 prolif	HKDC1 inhibitor	SENP8 block-2	PfG6PD inh	SENP7 block	SENP1 FRET inh
COc1ccccc1-n1c(=S)sc2c(=O)n(Cc3ccco3)c(SC)nc21	6	-14	10	-5	-4	10	2	11	5
Cc1c(C(=O)N2CCCCC2)c(S(=O)(=O)NCc2ccc(Cl)cc2)c(C)n1C	4	11	2	6	-3	11	7	6	1
COC(=O)c1cccc(Oc2cccc(Cl)n2)c1	-1	8	2	0	-8	3	1	14	-1
O=C1CCC(C(=O)N2CCN(c3cnccn3)CC2)CN1CCc1ccc(Cl)cc1 (stereo not given)	-1	-1	6	-4	0	-402	1	5	1
CCc1cccc(C)c1NC(=O)CSc1nc(-c2ccccc2F)nc2nc[nH]c12	3	-19	-1	-5	-14	-30	8	0	-2
C=CCOC(=O)C1=C(C)NC(SCC(=O)OCC)=C(C#N)C1c1ccc(O)c(OC)c1 (stereo not given)	/	/	/	/	-9	-11	18	/	-9
O=C(Nc1cccc2nsnc12)c1ccc2c(c1)OCCO2	66*	77*	1	2	10	-273	13	-20	-25
CCOC(=O)/C=C/C(=O)OCC(=O)Nc1cccc(Br)c1	4	2	18	-1	-3	32	8	-1	4
O=C(CN1C(=O)c2ccccc2S1(=O)=O)c1ccc(Cl)cc1Cl	72*	67*	-6	-6	-3	-2	-14	8	-1
COc1ccc(C(O)P(=O)(O)CCc2ccccc2)cc1 (stereo not given)	3	-4	-6	2	-8	28	-7	1	0
CC(C)(C)[C@H]1COC(=O)CC/C=C\C[C@@H](CC(=O)N(CCO)Cc2ccccc2)C(=O)N1	2	-5	6	1	-10	19	-7	-3	3
O=C(NN=C(c1ccccc1)c1ccccc1)C(CCl)C1CCCCC1 (stereo not given)	-7	2	-9	2	0	32	-5	-12	3
CC(C)(C)NC(=O)Cn1cnc2cc([N+](=O)[O-])ccc2c1=O	-3	6	12	2	8	-16	2	-6	-14
CC(=O)Nc1ccc(NC(=O)C(C)OC(=O)CC2CCCC2)cc1 (stereo not given)	-12	-20	-6	-3	-6	7	0	11	3
Cc1ccc(S(=O)(=O)N2CCC3(CC2)OCCO3)s1	1	-8	-7	-2	-3	8	7	-10	0
Cc1ccc(NC(=O)CN(C)C(C)C(=O)N2CC(C)CC(C)C2)cc1 (stereo not given)	-16	-23	-8	-2	-3	9	-7	-13	0
Cc1cc(NC(=S)N(CCN2CCOCC2)Cc2ccccc2F)ccc1Cl	1	5	1	4	2	8	3	2	7
Cc1ccc(S(=O)(=O)N(CC(=O)NCc2cccnc2)C2CCCCC2)cc1	0	9	1	1	4	11	13	-10	0
CCOC(=O)/C=C/C(=O)N1CCc2ccccc21	-8	14	-6	0	-1	7	-6	-22	-1
CC(=O)c1c(-c2ccccc2)c2ccccc2[nH]c1=O	5	7	-1	0	-4	2	2	5	0
O=c1oc2cccnc2n1CCS(=O)(=O)c1ccc(F)cc1	7	11	6	-4	-4	-211	-15	-2	1
C[C@H](CO)N1C[C@H](C)[C@@H](CN(C)C(=O)NC2CCCCC2)Oc2ccc(NS(C)(=O)=O)cc2C1=O	-11	-13	-14	-2	1	14	4	-6	1
O=C(c1cccc(OC2CCN(C3CCCC3)CC2)c1)N1CCCCCCC1	-12	-14	2	-1	-2	16	4	-10	-15
CCC(C)(C)NC(=O)/C=C/c1ccccc1[N+](=O)[O-]	2	7	3	-2	-5	20	1	-6	1
